Compound activity (PubChem)
GSIS activator: primary screen for activators of insulin secretion dependent on glucose, INS-1E cells, GLuc reporter luminescence. INS-1E GLuc reporter insulin secretion, 2-3 h. 370,000 compounds, 0.61% hits. activation, % at 16.6 µM;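 active = lowest replicate activation of at least 40%, so every replicate reaches that level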;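 also: 0% = median of neutral control wells and 100% = median of IBMX positive control wells; some compounds called inactive have numbers as strong as hits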
FN deposition inh: fibronectin deposition inhibition; AH1F fibroblasts, Alexa488-fibronectin deposition fluorescence, overnight; 350,000 compounds, 0.086% hits; inhibition, % at 12.6 µM;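 active = mean inhibition across replicates of 30% or more, regardless of how many single replicates reach that level; inconclusive = mean under 30% yet at least half of replicates reach 30%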;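 also: positive control wells lacked labelled fibronectin entirely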
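Assay system: AH1F fibroblasts assembling fluorescent fibronectin matrix; Amount: 10000 AH1F cells per well; Buffer or medium: DMEM, 2% serum; Probe or stimulus: Alexa488-fibronectin, 24 nM final in well; Doses: single compound dose, delivered by pin transfer; Incubation: 1 h adhesion, overnight exposure; Measured by: fluorescence 485/525 nm; Read-out: fibronectin deposition inhibition.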
PAX8 inh HTS: lowers PAX8-driven luciferase in RMG-I cells. RMG-I TPO-luciferase reporter, SteadyGlo, 24 h. inhibition, % at 12.6 µM. 360,000 compounds, 1.2% hits;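 active = mean replicate inhibition at least 60% with every replicate also reaching 60%; inconclusive = only one of the two criteria is met; inactive = mean below 60% and not all replicates reaching 60%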;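 also: luciferase light reporting Pax8 driven TPO promoter activity; plate controls were median of neutral control wells for no effect and mitoxantrone controls for full effect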
DENV2 CPE rescue: protects cells from dengue virus 2 cytopathic effect. DENV2-infected cells, cytopathic effect rescue, plate reader. CPE inhibition, % at 9.99 µM. 350,000 compounds, 1.7% hits. AID 651640; in the data active = CPE inhibition above about 20%, passing the limit was not always enough; inconclusive = no clear call, values can overlap the other calls; tested in BHK-21 cells;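 also: 0% = median of neutral control wells and 100% = median of positive control wells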
EWS-Fli inh: blocks EWS/Fli oncoprotein-driven transcription | A673 NR0B1-luciferase reporter, viability-normalised | inhibition, % at 12.6 µM | 350,000 compounds, 0.67% hits | AID 651661;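 active = mean inhibition of at least 50% after viability correction, with every replicate also passing that limit; inconclusive = mean reaches 50% but only one of two replicates passes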;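 also: firefly luciferase signal divided by Alamar Blue viability fluorescence both relative to DMSO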
miR-122 sensor: blocks miR-122 activity in Huh7 sensor cells; Huh7 miR-122 Renilla luciferase sensor, 48 h; neutral wells = 0, positive control = 100; activation (reporter increase), % at 12.5 µM; 340,000 compounds, 0.3% hits;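 active = mean replicate activation score at least 90 and every replicate individually at or above 90; inconclusive = only one of the two criteria met; inactive = neither criterion met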;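 also: higher luciferase means less miR-122 activity so hits act as miR-122 inhibitors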
F508del corr: correctors of CFTR F508del function in bronchial epithelial cells | 350,000 compounds, 0.36% hits | activity (quench increase), % at 7.58 µM | CFBE cells, YFP halide quenching; stimulated with forskolin plus potentiator P3; % fluorescence drop versus neutral controls;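 active = mean added fluorescence quench of at least 8% versus neutral control, with both replicates also reaching 8%; inconclusive = only one of the mean or replicate conditions met; inactive = mean below 8% and not both replicates reaching 8%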;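 also: cells transiently co-express mutant CFTR-F508del with the halide-sensitive YFP; corrector assay measuring rescue of mutant channel to the surface after 24 h compound exposure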
Starred values were filed as active, the others as inactive; u = inconclusive; x = no result given; & = joins results of further samples; [ ] = dose if it differs, or a comment.

SMILES	GSIS activator	FN deposition inh	PAX8 inh HTS	DENV2 CPE rescue	EWS-Fli inh	miR-122 sensor	F508del corr
CC(C)c1ccc(NC(=O)CN(Cc2ccccc2)S(C)(=O)=O)cc1	x	-6	-22	x	x	11	x
CCOC(=O)c1c(NC(=O)COC(=O)Cc2ccccc2[N+](=O)[O-])sc(C(=O)N(C)C)c1C	28	2	26	u	-3	-10	5.9
CCc1nc2ccc(C(=O)NCc3ccc(OC)cc3)cn2c1N(C)C(=O)Cc1ccccc1	x	11	-1	-8	-6	1	0.0
CCOC(=O)C1=C(C)Nc2ncnn2C1c1ccc(N(C)C)cc1 (stereo not drawn)	16&5	11	1	-8&-3	-19&-24	x	3.6&1.1
CCOCCc1nnc(NC(=O)CCC2CCCCC2)s1	-6	-1	4	-1	8	-9	2.8
CN(C)S(=O)(=O)c1ccc(Cl)c(NC(=O)COC(=O)/C=C/c2cnc3ccccc3n2)c1	9	4	-12	9	12	-3	-0.1
O=C(NC(=S)NC1C2CC3CC(C2)CC1C3)C12CC3CC(CC(C3)C1)C2 (stereo not drawn)	x	-2	1	-10	2	x	x
C[C@H]1CNC(=O)c2c(C(=O)Nc3cccc(Cl)c3)ncn21	19	x	-12	-13	12	-2	3.4
Cc1cc(OCCCN2CCC(C(O)(c3ccccc3)c3ccccc3)CC2)ccc1Br	477*	0	1	-1	29	x	1.9
C[C@]12C=CC(=O)C=C1CC[C@H]1[C@@H]3C[C@@H](O)[C@](O)(C(=O)CO)[C@@]3(C)C[C@H](O)[C@@]12F	-8	-4	0	-4	-1	6	6.8
CCOc1cccc(-c2c(C(=O)N/N=C/c3ccc(C)s3)nnn2-c2nonc2N)c1	x	3	1	-3	-41	7	1.4
CCO[C@@H]1OC(C(=O)Nc2ccccc2)=C[C@H](c2cn(C(C)=O)c3ccccc23)[C@H]1CCCO	x	x	-2	2	8	x	0.9
Oc1ccccc1CN1CCN(C(O)(c2ccccc2)c2ccccc2)CC1	x	4	14	-7	11	-3	2.8
CCc1ccccc1NC(=O)Cn1cccc1C1=NC(c2ccccc2)CO1 (stereo not drawn)	33	x	-9	x	x	-3	x
COc1ccc(C(=O)Nc2ccc3ccccc3n2)cc1OC	16	-4	-55	-4	-116	-8	3.5
O=C1C2CCCN2C(=O)N1CCN1CCN(c2ccccc2)CC1 (stereo not drawn)	-7	-9	-1	15	-10	-1	x
COc1ccc(N2C(S)=C(C#N)C(=O)NC2c2ccc(OC)c(OC)c2)cc1 (stereo not drawn)	0	-3	-8	10	-2	x	-1.3
COC(=O)c1cc(OC(=O)CCc2ccc(OC)c(OC)c2)cc(C(=O)OC)c1	26	-7	-1	0	3	x	-5.1
Cn1c(CN2CCN(c3ccccc3NS(C)(=O)=O)CC2)nc2ccccc21	3	-3	18	3	18	13	6.5
O=C(NCCCn1ccnc1)C(=O)NCC1OCCCN1S(=O)(=O)c1ccc(Cl)cc1 (stereo not drawn)	25	12	-24	x	x	x	x
CN(CC(=O)Nc1ccccc1N1CCCC1)S(=O)(=O)c1ccc(F)cc1	-9	-10	13	-7	4	-1	2.0
CCC(=O)Nc1ccc2c(c1)C(=O)N(C)C[C@@H](OC)[C@@H](C)CN(Cc1cccnc1)[C@H](C)CO2	-14	-4	x	-4	-4	-1[16.7 µM]	-1.3
Cc1cccc(OCC(=O)NC(=S)Nc2ccccc2N2CCOCC2)c1C	4	0	0	-2	x	x	0.2
O=C(c1cccnc1)N1CC2(C1)[C@@H](c1ccccc1)[C@@H](CO)N2CC1CC1	7	x	3	20*	6	x	2.7

Part of the list above, with bars between the fields:
mol | GSIS activator | FN deposition inh | PAX8 inh HTS | DENV2 CPE rescue | EWS-Fli inh | miR-122 sensor | F508del corr
O=C1C2CCCN2C(=O)N1CCN1CCN(c2ccccc2)CC1 (stereo not drawn) | -7 | -9 | -1 | 15 | -10 | -1 | x
Oc1ccccc1CN1CCN(C(O)(c2ccccc2)c2ccccc2)CC1 | x | 4 | 14 | -7 | 11 | -3 | 2.8
COc1ccc(N2C(S)=C(C#N)C(=O)NC2c2ccc(OC)c(OC)c2)cc1 (stereo not drawn) | 0 | -3 | -8 | 10 | -2 | x | -1.3

Additional compounds follow.
SMILES	GSIS activator	FN deposition inh	PAX8 inh HTS	DENV2 CPE rescue	EWS-Fli inh	miR-122 sensor	F508del corr
CC(C)C#Cc1ccc2c(c1)O[C@@H](CN(C)S(C)(=O)=O)[C@H](C)CN([C@H](C)CO)S2(=O)=O	-19	5	x	-9	12	-5[16.7 µM]	1.0
CN1CCN(c2ccc(-c3ccnn3C(=O)Nc3cccc(C(F)(F)F)c3)cc2)CC1	-7	9	-55	-11	-42	x	1.5
Cc1nn(CC(=O)Nc2c(C)n(C)n(-c3ccccc3)c2=O)c(C)c1[N+](=O)[O-]	0	5	6	15	8	-9	-0.3
O=C(Nc1cccnc1)c1ccc(CSc2ccccc2)cc1	9	8	-21	-3	-63	x	-0.9
Cc1nc2cc(C(=O)N3CCN(C)CC3)ccc2n1C	-6	10	11	-5	-22	1	-3.6
O=C(c1ccccc1)C(C(=O)N1CCc2ccccc2C1)n1ccccc1=O (stereo not drawn)	1	1	1	x	x	-19	x
O=C(Nc1ccc(-c2nc3ccccc3[nH]2)cc1)c1ccc(N2C(=O)CCC2=O)cc1	-5	5	-9	10	1	x	x
N#C[C@@H]1[C@H](c2ccccc2-c2cccc(F)c2)[C@H](CO)N1C(=O)C1CCOCC1	4	-9	-13	-14	-2	x	-1.6
O=C(Nc1nc2c(s1)CN(Cc1ccccc1)CC2)c1cccc(S(=O)(=O)N2CCc3ccccc32)c1	x	5	12	x	x	28	x
CC(=O)Nc1ccc(S(=O)(=O)N2CCC(NC(=O)C(Cc3ccccc3F)NC(C)=O)CC2)cc1 (stereo not drawn)	0	3	5	u	5	x	1.9
CN(C)c1ccc(CNC(=O)C2(C)Cc3c(-c4cccc(C(F)(F)F)c4)ccnc3O2)cc1 (stereo not drawn)	-6	-5	18	4	8	-1	-1.8
COc1ccc(NC(=O)C2CCCN2C(=O)Nc2cccc(F)c2)cc1 (stereo not drawn)	3	9	-14	1	1	-4	9.7*
O=C(Nc1ccc(-c2csc(Nc3ccc(Cl)cc3)n2)cc1)c1cccc(C(F)(F)F)c1	8	-7	21	15	1	x	2.5
CCCNC(=O)C[C@@H]1CC[C@H]2[C@H](COc3ccc(NC(=O)NC(C)C)cc3C(=O)N2C)O1	11	-21	4	-1	7	16[16.7 µM]	0.2
CCC(=O)Nc1ccc2c(c1)C(=O)N(C)[C@@H]1CC[C@H](CC(=O)NCCCN(C)C)O[C@H]1CO2	5	-5	-41	-4	-8	1[16.7 µM]	0.3
CSc1ccc(-c2nc(CSCC(=O)NCCCN3CCOCC3)c(C)o2)cc1	x	-6	-3	x	x	-9	x
O=C(C[C@H]1CC[C@H](NC(=O)C2CCOCC2)[C@H](CO)O1)NCc1ccccc1Cl	-4	12	10	2	3	61[16.7 µM]	-2.4
CS(=O)(=O)c1ccc(NC(=O)CCCc2nc3ccccc3c(=O)[nH]2)cc1	19	-1	5	u	-4	-4	0.7
COc1ccc(C(=O)OCC(=O)NCCN2C(=O)CSC2=O)cc1	0	x	1	4	9	x	1.9
CC(=O)OCC1OC(n2c(S)c(C#N)c(-c3ccccc3)c(C#N)c2=O)C(OC(C)=O)C(OC(C)=O)C1OC(C)=O (stereo not drawn)	-16	1	-6	-11	9	-7	5.1
CC(C)Oc1cccc(C(=O)C2CCCN(Cc3cnc(N4CCCC4)s3)C2)c1 (stereo not drawn)	-40	-9	27	1	2	x	1.2
C/C(=C/C=N/Nc1nc(N2CCCCC2)nc(N2CCCCC2)n1)c1ccccc1	x	-4	-2	x	x	-6	x
Cc1cccc2sc(NNC(=O)c3ccc4c(c3)OCCO4)nc12	-6	-2	25	0	-5	4	1.2
O=C(CN1CCN(C(=O)C2COc3ccccc3O2)CC1)Nc1ccc(F)cc1 (stereo not drawn)	x	5	14	-4	4	-6	-1.1
C=CCn1c(C2CC(=O)N(c3ccc(C)cc3)C2)nc2ccccc21 (stereo not drawn)	x	-2	7	x	x	-28	x
CC(NC(=O)N1CCN(c2ccccc2F)CC1)c1ccc(F)c(F)c1 (stereo not drawn)	-6	1	5	6	-16	-4	-2.7
COc1ccc(Cl)cc1C(=O)NCc1ccco1	-11	2	1	9	7	-9	1.1
Cc1ccc(N(C(=O)c2snc(C(N)=O)c2N)C(C(=O)NC2CCCC2)c2ccc(C)o2)cc1 (stereo not drawn)	-47	0	21	3	8	-8	-0.8
COc1ccc(NC(=O)N(C)C[C@H]2OCCCC[C@@H](C)Oc3ccc(NS(=O)(=O)c4ccc(F)cc4)cc3C(=O)N([C@@H](C)CO)C[C@@H]2C)cc1	-21	x	1	u	0	4[16.7 µM]	2.0
CC(C)=CCCC(C)CN1CCC(n2nccc2NC(=O)C2CCCC2)CC1 (stereo not drawn)	-34	-1	6	-2	10	5	0.5
COCC(=O)N(C[C@@H]1N[C@@H](CO)[C@H]1c1ccc(-c2cccnc2)cc1)C(C)C	5	-7	-9	x	-2	0[16.7 µM]	1.1
CCCNC(=O)C(NS(=O)(=O)c1ccc2c(c1)c(=O)n(C)c(=O)n2C)c1ccccc1 (stereo not drawn)	3	2	-92	-9	-49	-3	2.3
COc1ccc(NC(=O)N(C)C[C@@H]2Oc3c(NS(=O)(=O)c4ccc(F)cc4)cccc3C(=O)N([C@H](C)CO)C[C@H]2C)cc1	6	x	8	2	1	-1[16.7 µM]	-2.6
O=C1CN(C(=S)NC(=O)c2ccccc2[N+](=O)[O-])CCN1	16	4	-1	3	4	x	1.1
CN(C)c1ccc(-c2nnc(-c3cccs3)o2)cc1	12	3	-219	9	8	x	-0.2
Cc1cn([C@H]2C[C@H](O)[C@@H](/C=C/C(=O)NCc3ccccc3)O2)c(=O)[nH]c1=O	2	0	1	u	-2	6	-2.2
C=C1CCN([C@@H](C)C(=O)NCc2ccc(Cl)cc2)S(=O)(=O)c2ccccc21	-52	1	-4	0	-13	-2	-0.4
Cc1noc(C)c1NC(=O)Nc1ccc2c(c1)C(=O)N([C@H](C)CO)C[C@@H](C)[C@@H](CN(C)C(=O)Nc1ccccc1)OCCCC[C@@H](C)O2	13	-7	-17	23*	-14	-5[16.7 µM]	-0.4
O=C(NC(c1ccccc1)c1ccccc1)c1cccc(S(=O)(=O)NCc2ccccc2)c1	x	-3	-9	x	-12	x	x
COc1ccccc1/C=C/C(=O)OCC(=O)Nc1ccc(Cl)cn1	4	5	9	5	-3	-21	1.2
COc1cccc(C(=O)OCC(=O)c2ccc(Br)s2)c1	2	3	x	-6	x	x	1.2
CCOc1ccc(Br)cc1S(=O)(=O)N1CCC(C(=O)O)CC1	4	-5	7	-4	2	0	-2.2
O=C(Nc1ccc(S(=O)(=O)N2CCCC2)cc1)C1CC(=O)N(CCc2ccc(F)cc2)C1 (stereo not drawn)	-5	-3	12	-6	5	x	2.4
O=C(Nc1ccc(F)cc1)N1CC(=O)N2[C@@H](CO)[C@@H](c3ccc(C#Cc4ccc(F)cc4)cc3)[C@@H]2C1	-32	1	119*	17	2	x	2.4
C[C@@H]1CN([C@H](C)CO)C(=O)c2cc(NC(=O)C3CC3)ccc2O[C@@H]1CN(C)C(=O)Nc1ccc(F)cc1	4	x	-21	u	x	7[16.7 µM]	1.0
COC(=O)C1=C(C)N(Cc2ccccc2)C(=NCCc2ccccn2)N[C@H]1c1cccc(F)c1	-10	-1	-11	-4	-2	x	0.3
OCCCc1cn(CC2CCCCC2)nn1	-8	-8	-15	48*	-7	2	-0.3
